HIV fusion peptide – inhibitors of HIV fusion peptide binding, primary screen, biochemical, uHTS, fluorescence dequenching (AID 1986); cell-free peptide binding, fluorescence dequenching, 30 min; higher % means a stronger effect; inhibition, % at 20 µM, or IC50 in µM where a hit was titrated; actives 0.3% (n = 290,000); in the data active = inhibition mostly above about 52%, no sharp cut-off; inactive = mostly below about 76%; note: some results filed as inactive read as strong as hits
NS5 inhibitors – flavivirus cap methylation enzyme inhibition – biochemical, confirmation dose response, primary screen (AID 588689) | Dengue-2 NS5 methyltransferase capping enzyme assay, biochemical; higher % means a stronger effect | one-dose inhibition, % at 25 µM; IC50 in µM for titrated hits | actives 0.3% (n = 340,000); in the data active = a potency from the dose series
GPR55 antagonists – inhibition of LPI-stimulated GPR55 beta-arrestin translocation – imaging, U2OS, beta-arrestin-GFP, LPI agonist, primary screen (AID 2013) | U2OS GPR55 beta-arrestin-GFP translocation imaging, LPI antagonism; higher % means a stronger effect | one-dose inhibition, % at 10 µM; IC50 in µM for titrated hits | actives 0.13% (n = 290,000);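 active = spots per cell inhibited over 60%, with over 100 cells counted and total cytoplasm intensity under 500,000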;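 note: U2OS cells stably carrying GPR55 and arrestin-GFP stimulated by 5 µM LPI near EC80; imaged beta-arrestin-GFP aggregate spots per cell after agonist stimulation; plate controls were LPI-stimulated DMSO wells for no effect and DMSO wells without LPI for full effect; some results filed as inactive read as strong as hits; confirmed hits need IC50 under 10 µM and bright autofluorescent wells are also inconclusive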
PhoP inhibition – inhibitors of PhoP regulon expression, primary screen, Salmonella Typhimurium, GFP reporter (AID 1863); S. Typhimurium PhoP-regulated promoter GFP reporter, 4 h; higher % means a stronger effect; actives 0.16% (n = 300,000); one-dose inhibition, % at 50 µM; IC50 in µM for titrated hits;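 active = inhibition over 29.93%, a cutoff 3 SD above the screen mean, later confirmed by dose response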;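 note: 0% = low Mg2+ inducing control and 100% = high Mg2+ repressing control; strong numbers were not always called active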
UTI89 phage lysis – inhibition of K1F phage lysis, E. coli UTI89, bacterial capsule biogenesis inhibitors, alamar blue (AID 488966). E. coli UTI89 K1F phage lysis, alamar blue, 2 h; higher % means a stronger effect. inhibition, % at 100 µM, or IC50 in µM where a hit was titrated. actives 0.02% (n = 340,000);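 active = phage lysis inhibition, versus mean bacterial control, above a set limit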;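 note: capsule biogenesis inhibitors block K1F phage lysis so surviving cells raise fluorescence; higher fluorescence means more inhibition of phage lysis; actives were called in the ten point dose series up to 300 µM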
MgcRacGAP inhibition – MgcRacGAP GTPase-activating activity inhibitors, confirmation, biochemical, ADP Hunter fluorescence | MgcRacGAP-stimulated Rac1 GTP hydrolysis, ADP Hunter fluorescence; higher % means a stronger effect; GST-tagged Rac1 F28L mutant substrate | inhibition, % at 30 µM, or IC50 in µM where a hit was titrated | actives 0.6% (n = 340,000);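 active = first-screen hits whose inhibition reached a set limit at any dose in the follow-up dose series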;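 note: fluorescence reports GDP produced by GAP-driven GTP hydrolysis; strong numbers were not always called active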
GPR35 antagonists – inhibition of zaprinast-stimulated GPR35 beta-arrestin translocation – imaging, U2OS, beta-arrestin-GFP, zaprinast agonist, primary screen (AID 2058); U2OS GPR35 beta-arrestin-GFP translocation imaging, zaprinast antagonism; higher % means a stronger effect; inhibition, % at 10 µM; hits with a dose series show IC50 in µM; actives 0.052% (n = 290,000);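 active = inhibition of at least 50% with at least 30 cells and total cytoplasm GFP at most 10,000,000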
Large T inhibition – SV40 large T antigen inhibitors, biochemical (AID 1903) | SV40 large T antigen ATPase/helicase inhibition assay; higher % means a stronger effect | one-dose inhibition, % at 20 µM; IC50 in µM for titrated hits | actives 0.39% (n = 310,000); in the data active = a potency from the dose series; note: strong numbers were not always called active
RSV CPE inhibition – inhibition of RSV-induced cytopathic effect – HEp-2 cells, primary 10 µM value included (AID 2391); actives 0.13% (n = 310,000); one-dose CPE inhibition, % at 10 µM; IC50 in µM for titrated hits; HEp-2 cells, RSV-induced CPE inhibition; higher % means a stronger effect; in the data active = a potency from the dose series; note: strong numbers were not always called active
NS5 inhibitors pilot replicate – recorded beside NS5 inhibitors, whose call it bears; inhibition, %; measured here: pilot screen replicate inhibition
Numbers without * were called inactive; x = not tested or not shown; & = joins results of further samples; [ ] = remark or other dose.

SMILES	HIV fusion peptide	NS5 inhibitors	GPR55 antagonists	PhoP inhibition	UTI89 phage lysis	MgcRacGAP inhibition	GPR35 antagonists	Large T inhibition	RSV CPE inhibition	others
CCOC(=O)C1=C(C)NC(SCC(N)=O)=C(C#N)C1c1ccncc1 (centres undefined)	0.7%	3%&-2%	12%	-3%	1.3%	-14%&-1%	15%	6%	-0.1%
COc1ccc(CNC[C@@H](CCCCN(C)Cc2ccc(OC)cc2)N2C[C@H](c3ccccc3)N(CCc3ccc(Cl)c(Cl)c3)C(=O)C2=O)cc1	-1.6%	-19%	59%	76µM*	0.5%	7%	31%	18%	-2.9%
Cc1ccc(-c2cc3nc4c(c(=O)n3[nH]2)CCCC4)cc1	x	-4%	x	x	0.2%	4%	x	x	1.5%
CCc1nnc(NS(=O)(=O)c2ccc(NC(=O)OC)cc2)s1	-1.7%	2%	4%	-10%	-1.4%	-4%	-16%	7%	1.0%
CN(C)C(CNC(=O)c1ccc2ccccc2c1)c1ccco1 (centres undefined)	-0.1%	-4%	16%	4%	4.8%	-2%	-6%	6%	-1.3%
COc1ccc(/C=N/n2cnnc2)cc1COc1ccccn1	2.9%	1%	15%	-9%	5.8%	4%	10%	5%	-0.1%
CC(C)CCNC(=O)C1CCCN(S(=O)(=O)c2ccc(-n3cnnn3)cc2)C1 (centres undefined)	0.2%	2%	6%	1%	0.0%	-3%	-15%	6%	2.5%
CCC(=O)N1c2ccc(S(=O)(=O)CCC(=O)NCc3cccs3)cc2CC1C (centres undefined)	-2.7%	-2%	42%	-3%	0.2%	5%	18%	2%	1.4%
O=C(c1cccc(-c2nnc(-c3ccccc3)o2)c1)N1CCCCCC1	7.0%	-1%	-8%	2%	4.6%	7%	-18%	6%	0.4%
CN(/N=C/c1cc(Cl)ccc1O)C1=NS(=O)(=O)c2ccccc21	-3.5%	-4%	-10%	2%	-0.8%[50 µM]	7%	10%	-1%	0.4%
Cc1ccc(C2CC(c3ccccc3)=NN2C(=S)Nc2ccccc2)o1 (centres undefined)	-0.3%	-14%	-25%	12%	-0.4%	3%	22%	15%	1.1%
O=C(N=Nc1ccc(NOC(=O)c2ccccc2Br)cc1)c1ccccc1O	58%	x	-24%	0%	x	x	-12%	12%	8.5%

Entries from the list above with an aryl methoxy group:
SMILES	HIV fusion peptide	NS5 inhibitors	GPR55 antagonists	PhoP inhibition	UTI89 phage lysis	MgcRacGAP inhibition	GPR35 antagonists	Large T inhibition	RSV CPE inhibition	others
COc1ccc(CNC[C@@H](CCCCN(C)Cc2ccc(OC)cc2)N2C[C@H](c3ccccc3)N(CCc3ccc(Cl)c(Cl)c3)C(=O)C2=O)cc1	-1.6%	-19%	59%	76µM*	0.5%	7%	31%	18%	-2.9%
COc1ccc(/C=N/n2cnnc2)cc1COc1ccccn1	2.9%	1%	15%	-9%	5.8%	4%	10%	5%	-0.1%

Carrying on:
SMILES	HIV fusion peptide	NS5 inhibitors	GPR55 antagonists	PhoP inhibition	UTI89 phage lysis	MgcRacGAP inhibition	GPR35 antagonists	Large T inhibition	RSV CPE inhibition	others
O=C(Nc1ccccc1)OCc1cc(-c2ccccc2Cl)on1	0.6%	5%	-7%	-3%	1.8%	11%	-1%	17%	6.7%
CCc1cc2ccccc2nc1SCC(=O)Nc1cc(OC)c(OC)cc1C(=O)O	12%	-2%	1%	-1%	-0.7%[50 µM]	7%	8%	14%	7.3%
CCCCCCCNC(=O)C1(CC2CC(c3ccc(Cl)cc3)=NO2)CCN(C(=O)Cc2ccc(F)cc2)CC1 (centres undefined)	-0.8%	-4%	14%	-5%	-0.3%	4%	2%	20%	1.8%
CC(=O)Nc1ccc(S(=O)(=O)N2CCN(c3cc(C)nc4ccccc34)CC2)cc1	-0.9%	7%	18%	-10%	3.3%	6%	-13%	5%	2.4%
Cc1onc(-c2ccccc2Cl)c1C(=O)Nc1ccc(S(=O)(=O)N2CCCC2)cc1	-0.7%	-1%	8%	-1%	-2.5%	1%	0%	1%	-1.9%
C[C@@H]1CCCCCCCCCCC1=O	0.5%	-3%	3%	3%	-0.9%[50 µM]	5%	8%	8%	1.0%
CCOCCCNC(=O)c1ccc(N2CCCC2)c(NS(=O)(=O)c2ccc(C)cc2)c1	-1.9%	-1%	7%	-3%	0.2%	3%	23%	5%	-1.6%
O=S(=O)(c1ccc(Cl)cc1)N1CCN2CCCC2C1 (centres undefined)	3.0%	-7%	-2%	-1%	-0.2%	6%	-13%	22%	4.1%	NS5 inhibitors pilot replicate=0.0
Cc1ccc(S(=O)(=O)c2nc(-c3ccccc3Cl)oc2N(C)C)cc1	1.2%	5%	-11%	-3%	-0.2%[50 µM]	-2%	-4%	-3%	3.2%
Cc1ccc(NC(=O)c2ccc(CN3CC(=O)N4CCCCC4C3=O)cc2)c(C)c1 (centres undefined)	3.1%	-2%	-1%	x	6.5%	1%	-5%	2%	1.5%
CC1CC(C)CN(C(=O)CSCC(=O)O)C1 (centres undefined)	-0.6%	3%	-19%	-3%	0.2%	12%	2%	12%	0.0%
O=C(c1ccc(Cl)s1)N1CCN(C23CC4CC(CC(C4)C2)C3)CC1	1.5%	-5%	12%	0%	0.1%	1%	-3%	8%	-1.2%
COc1ccc(C(=O)NCc2nnc(SCC(=O)NCCc3ccccc3)o2)cc1	0.2%	-3%	1%	-4%	0.1%	10%	2%	8%	x
CSCCC(NC(=O)c1ccccc1Cl)C(=O)NNC(=O)c1ccccc1O (centres undefined)	x	-7%	x	-7%	1.1%[50 µM]	5%	x	12%	-1.4%
N#CC(=C1CCCC1)c1nc(-c2cc3ccccc3oc2=O)cs1	-3.1%	-6%	12%	-2%	-0.1%	3%	11%	4%	7.8%
C=CC(=O)NC(C)(C)CCN1CCOCC1	-1.8%	-2%	6%	2%	0.3%	5%	5%	13%	1.4%
CCCCNC(=O)C(c1ccc(OCC(=O)OC)c(C(=O)OC)c1)N(CCOC)C(=O)CCCCCN1C(=O)NC(c2ccc(-c3ccccc3)cc2)C(C(=O)OCc2ccccc2)=C1C (centres undefined)	1.0%	x	5%	-2%	x	x	6%	1%	-3.9%
COc1ccc(N(C(=O)c2snc(C(N)=O)c2N)C(CC(C)C)C(=O)NCC2CCCO2)cc1 (centres undefined)	1.3%	-5%	-2%	-2%	0.2%	4%	-9%	13%	1.8%
COc1ccc(NC(=O)Cn2cccc2)cc1Cl	-0.2%	-10%	13%	7%	5.7%	6%	3%	-4%	0.2%
Cc1cc(NC(=O)C2CC(=O)OC2c2ccccc2)no1 (centres undefined)	-1.1%	-3%	4%	4%	0.5%	5%	-2%	4%	0.6%	NS5 inhibitors pilot replicate=1.1
COc1ccc(C)cc1NC(=O)c1ccc2c(c1)OCO2	-1.6%	3%	-11%	0%	0.9%	6%	18%	5%	0.8%
COc1ccc(C(CNC(=O)c2cc3c(s2)CCC(C)C3)N2CCCC2)cc1 (centres undefined)	x	-9%	x	x	1.1%[50 µM]	5%	x	x	-0.8%
CCn1c(=O)cc(OCC(=O)NCCCN2CCN(c3cccc(Cl)c3)CC2)c2ccccc21	1.6%	-1%	6%	4%	0.2%	0%	0%	5%	-0.8%
COc1ccc(CNS(=O)(=O)c2ccc(S(=O)(=O)NC3CC3)cc2)cc1	0.5%	-9%	9%	-2%	0.6%	6%	-4%	7%	-0.4%
CSCCC(NS(=O)(=O)c1ccc(C)cc1)C(=O)N1CCN(C(c2ccccc2)c2ccccc2)CC1 (centres undefined)	x	-12%	x	-7%	-0.2%[50 µM]	3%	x	18%	15%
COc1ccc(N=C2NC(=O)CS2)c([N+](=O)[O-])c1	-1.1%	-6%	-6%	7%	-0.3%	3%	0%	-4%	0.5%
O=C(NCCNc1ccc([N+](=O)[O-])cc1C(F)(F)F)c1cccc(F)c1	-0.9%	-2%	9%	33%	-1.0%	-12%	2%	4%	18%
CS(=O)(=O)Nc1ccc2[nH]c(=O)[nH]c2c1	0.5%	3%	-11%	2%	0.0%	7%	-3%	17%	-0.6%
O=C(NC1CCCCC1)C(c1ccco1)N(Cc1ccco1)C(=O)c1ccco1 (centres undefined)	14%	-1%	-2%	20%	2.1%	-6%	-5%	0%	1.0%
C/C=C(/C)C(=O)OC1c2c(ccc3ccc(=O)oc23)OC(C)(C)C1OC(C)=O (centres undefined)	1.7%	-4%	5%	-10%	-2.4%	0%	58%	9%	4.2%
CCOc1ccccc1C(=O)NCC(=O)OCCCOC(=O)CNC(=O)c1ccccc1OCC	x	-2%	x	11%	1.0%[50 µM]	8%	x	13%	-0.7%
COc1c(C)cc(S(=O)(=O)NCCN2CCOCC2)c(C)c1C	-1.1%	-2%	7%	0%	-1.0%	16%	3%	9%	1.6%
COCCCNC(=O)c1cn(CCOC)c(=O)c2c1c1ccccc1n2C	0.8%	4%	4%	-4%	0.1%	x	17%	9%	1.9%
CCCNC(=O)/C=C/C(=O)O	1.6%	-12%	-2%	-8%	0.4%	8%	-9%	0%	1.1%
CC1(C)C(=O)OC(/C=C/c2cccc([N+](=O)[O-])c2)C(C)(C)C1=O (centres undefined)	1.2%	-1%	-7%	-4%	0.5%	-1%	1%	3%	-1.4%
Cc1ccc(S(=O)(=O)N2CCC(C(=O)C3C(=O)CC(C)(C)CC3=O)CC2)cc1	0.2%	0%	4%	-10%	-0.8%	4%	-3%	1%	0.4%
O=c1cc(O)c2sc(Nc3ccc(F)c(Cl)c3)nc2[nH]1	51%*	x	2%	4%	x	x	-9%	5%	0.6%
O=S(=O)(Cc1ccc(Cl)cc1)NCc1ccc2c(c1)OCO2	-0.5%	6%	17%	-4%	2.3%[50 µM]	4%	17%	7%	1.3%
Cc1ccc(C(=O)NCc2ccc3c(c2)OCO3)cc1	0.5%	0%	2%	-4%	1.4%	10%	-5%	9%	0.7%
O=C1CSC(c2cccc([N+](=O)[O-])c2)N1CCc1ccccc1 (centres undefined)	0.2%	-1%	8%	5%	0.5%	13%	9%	13%	3.5%
COc1ccc(Cl)cc1NC(=O)CN(C)C(=O)c1sccc1-c1ccccc1	x	3%	x	x	-0.5%[50 µM]	1%	x	x	-0.2%
COc1ccc(N2CCN(C(=O)c3ccc4c(=O)n(CCc5ccc(OC)c(OC)c5)c(=O)[nH]c4c3)CC2)cc1	-0.9%	-5%	-10%	-1%	0.2%	3%	22%	12%	3.4%

Assay outcomes as filed in PubChem.

No enrichment for hits; overall some 1.5% were active at least once.
